BoNT A protease: BoNT A light chain protease inhibition; multiplex microsphere protease substrate cleavage, flow cytometry; inhibition, % at 10 µM; 360,000 compounds, 0.17% hits; AID 588499; further: plate controls were buffer without enzyme for full effect and enzyme alone for no effect
DUSP3 inh: blocks human VHR1 dual specificity phosphatase. AID 1654. inhibition, % at 13.3 µM. recombinant VHR phosphatase, pNPP absorbance. P51452. 290,000 compounds, 0.52% hits; in the data active means inhibition above about 50%; further: some compounds called inactive have numbers as strong as hits
Anthrax LF prot: inhibitors of Bacillus anthracis lethal factor protease. P15917. multiplex microsphere protease cleavage assay, LF. inhibition, % at 10 µM. 360,000 compounds, 0.12% hits. AID 588501; further: plate controls were buffer without enzyme for full effect and enzyme alone for no effect
Target sequence (P15917 whole entry, looked up): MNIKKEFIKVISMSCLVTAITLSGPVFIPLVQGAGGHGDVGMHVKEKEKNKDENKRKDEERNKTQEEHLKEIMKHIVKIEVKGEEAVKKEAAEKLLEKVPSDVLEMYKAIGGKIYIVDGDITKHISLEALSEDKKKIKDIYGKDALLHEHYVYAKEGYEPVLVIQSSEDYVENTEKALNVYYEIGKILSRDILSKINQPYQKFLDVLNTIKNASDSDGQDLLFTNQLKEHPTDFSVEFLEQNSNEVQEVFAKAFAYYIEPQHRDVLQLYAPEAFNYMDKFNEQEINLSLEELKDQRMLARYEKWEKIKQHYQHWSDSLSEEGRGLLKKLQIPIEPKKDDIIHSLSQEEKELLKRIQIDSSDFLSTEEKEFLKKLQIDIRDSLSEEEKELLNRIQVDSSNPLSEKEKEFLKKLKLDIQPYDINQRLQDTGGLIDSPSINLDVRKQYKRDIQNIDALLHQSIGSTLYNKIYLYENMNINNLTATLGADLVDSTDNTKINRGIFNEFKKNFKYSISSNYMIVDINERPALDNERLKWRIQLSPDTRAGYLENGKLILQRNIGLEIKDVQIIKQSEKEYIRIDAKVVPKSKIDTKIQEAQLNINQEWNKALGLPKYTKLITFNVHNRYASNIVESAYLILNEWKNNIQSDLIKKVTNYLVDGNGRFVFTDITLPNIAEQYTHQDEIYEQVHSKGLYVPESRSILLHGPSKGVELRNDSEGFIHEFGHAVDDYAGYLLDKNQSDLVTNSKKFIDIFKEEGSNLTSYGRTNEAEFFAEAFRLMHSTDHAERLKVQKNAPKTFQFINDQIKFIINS
Rv3671c inh: Rv3671c (M. tuberculosis) protease inhibition; 320,000 compounds, 0.048% hits; P9WHR9; inhibition, % at 5.96 µM; AID 2606; in the data active means inhibition above about 38%;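 further: extracellular domain of Rv3671c used as enzyme; 0% = enzyme with DMSO and 100% = no enzyme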
3CLpro inhibitor: SARS-CoV 3CLpro protease inhibition; inhibition, % at 6 µM; AID 1706; recombinant SARS-CoV 3CLpro, quenched FRET peptide cleavage; 290,000 compounds, 0.14% hits; in the data active means inhibition above about 12%
MazF activator: activators of E. coli MazEF toxin-antitoxin RNase. P0AE70. FAM/BHQ RNA-DNA oligo cleavage fluorescence, 5 h. activation, % at 20 µM. 350,000 compounds, 0.32% hits; in the data active means activation above about 50%
Target sequence (P0AE70 whole entry, looked up): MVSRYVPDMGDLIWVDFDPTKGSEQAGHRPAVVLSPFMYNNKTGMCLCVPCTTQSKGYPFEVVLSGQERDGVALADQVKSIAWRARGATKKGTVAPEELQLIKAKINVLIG
BoNT F protease: blocks Botulinum neurotoxin F light chain protease | inhibition, % at 10 µM | 360,000 compounds, 0.22% hits | AID 588497 | Multiplex microsphere protease cleavage assay, flow cytometry; in the data active means inhibition above about 35%, passing the limit was not always enough; inconclusive means no clear call, values can overlap the other calls; further: plate controls were buffer without enzyme for full effect and enzyme alone for no effect
CCHF vOTU inh: blocks the CCHF virus ovarian tumor domain protease; CCHFV vOTU protease, Pep-AMC fluorescence; inhibition, % at 11.5 µM; 370,000 compounds, 0.55% hits; in the data active means inhibition above about 30%; further: 0% = vehicle wells with enzyme and 100% = no enzyme wells
SSB-PriA inh: K. pneumoniae PriA-SSBct interaction inhibition; inhibition, % at 33 µM; AID 1272365; AlphaScreen SSBct-PriA binding, biotinylated peptide; 430,000 compounds, 0.6% hits; in the data active means inhibition mostly above about 37%, no sharp cut-off; inactive means mostly below about 20%;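 further: plate controls were negative control peptide for no effect and reference peptide for full effect; strong numbers were not always called active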
PrPC TRFRET: reduces human prion protein on the cell surface; cell surface PrPC, TR-FRET read-out; inhibition, % at 13.8 µM; 370,000 compounds, 0.43% hits; in the data active means inhibition above about 24%; further: 0% = median of the test wells and 100% = reference compound wells
Active calls of the source: *; ? = inconclusive; · = not tested or not shown; & = joins results of further samples. Unless noted, no stated cut-off is given here; in the data, active means inhibition above about 30%; inconclusive means no clear call, values can overlap the other calls; inactive means below that.

Results follow in this order: BoNT A protease, DUSP3 inh, Anthrax LF prot, Rv3671c inh, 3CLpro inhibitor, MazF activator, BoNT F protease, CCHF vOTU inh, SSB-PriA inh, PrPC TRFRET
Cc1cccc(C)c1NC(=S)N(CCCN1CCCCC1)Cc1ccco1
 : 0.2, 4, -2, 1, -1, 4, -6, -4, -1, -4
CCOC(=O)CNC(=O)c1ccc2[nH]c3ccccc3c2c1
 : -1.0, 36, 1, -14, -8, 5, -1, -14, 2, -2
Oc1ccc(C=Nc2cccc3ccccc23)c(O)c1
 : 0.8, 15, 7, -7, 0, -3, 7, -1, 28, 1
O=C1CC(N2CCN(c3ccccc3)CC2)C(=O)N1c1cccc(Br)c1 (centres undefined)
 : 0.4, 4, -2, 7, 2, 8, 0, -16, 0, 3
O=C(NC1CCCCC1)C(c1ccccc1)N1CCc2ccccc21 (centres undefined)
 : -0.3, 29, -2, -9, -1, 7, -5, 2, 8, 0
COc1ccc(C)cc1NC(=O)c1cccc(C(=O)Nc2cc(C)ccc2OC)n1
 : -2.1, 47, 2, -6, -2, -6, -2, -5, -14, -4
O=C1c2ccccc2C(=O)N1CCCCN(C(=O)c1ccco1)c1ccc(Cl)cc1
 : -0.1, 10, -4, -1, -1, -2, 1, 12, -78&-2, -4
COc1ccc(S(=O)(=O)N2CCCCCC2)cc1C(=O)N(C)Cc1ccccc1F
 : ·, ·, ·, -8, ·, 2, ·, 2, -4, 3
COC(=O)CCC(=O)OC1(C)C(=O)C2=CN(C(CO)CO)C(c3ccc(OC)cc3)=CC2=C(Br)C1=O (centres undefined)
 : ·, 4, ·, -39, ·, ·, ·, 31*, ·, -4
COc1ccc(OC)c(NC(=O)CSCC(=O)O)c1
 : 0.4, -6, 4, 6, -7, 6, 7, -7, -16, 0
COc1ccc(C(=O)NNC(=O)c2ccc(S(=O)(=O)N3CC(C)OC(C)C3)cc2)cc1 (centres undefined)
 : 0.1, -15, -1, 0, 3, 2, 0, -2, 0, -4
O=C(Cn1c(=O)oc2cc(S(=O)(=O)N3CCCC3)ccc21)Nc1ccccn1
 : -0.1, ·, 4, ·, ·, ·, 6, 2, ·, 1
O=C(O)c1nccnc1C(=O)Nc1ccccc1-c1ccccc1
 : -16, 0, -15, -3, 6, 12, ?, 11, -14, 4
COC(=O)C(C)Sc1ccc2nnc(-c3ccccc3)n2n1 (centres undefined)
 : -0.9, 15, -1, -10, -1, -1, -3, -12, 0, 1
COc1cc([N+](=O)[O-])ccc1-c1ccc(/C=N/NC(=O)c2ccccc2O)o1
 : ·, 42, ·, ·, 6, ·, ·, 6, ·, 2
CN1C(=O)N(C)C(=O)C2(Cc3cc([N+](=O)[O-])ccc3N3CCN(C(=O)c4ccccc4)CC32)C1=O (centres undefined)
 : 0.9, 33, 2, 0, -3, 9, 0, 17, -7, -11
CC(Oc1ccc2ccc(=O)oc2c1)C(=O)NC1CCN(Cc2ccccc2)CC1 (centres undefined)
 : -2.1, 3, -3, -4, -8, 0, -3, 12, 20, -5
O=C(NC1CCCC1)c1ccc(Br)c(S(=O)(=O)N2CCCCC2)c1
 : -0.1, 41, -2, -6, 1, 4, -1, 3, 0, 5
CCc1cccc(C)c1NC(=S)NCc1ccc2c(c1)cc(C)n2C
 : 57*, -15, -101, 7, -3, 8, -141, 0, 53*, 10
CCCCn1nnnc1C1(C)CCC(=O)N1CCOC (centres undefined)
 : 0.8, ·, 4, ·, ·, ·, -3, -6, ·, 1
O=C(CC1CCCC1)N1CCN(S(=O)(=O)c2ccc(F)cc2)CC1
 : -0.3, ·, 2, -8, ·, -1, 0, -14, 1, 4
CCCc1cc2c(-c3ccccc3)cc(=O)oc2cc1OCc1ccc(C(=O)O)o1
 : -1.5, 1, 6, -1, 7, 8, -6, 20, 2, -1
CCOc1ccc(OCCC(=O)NNC(=O)c2cc(C)oc2C)cc1
 : -1.5, ·, -4, 2, ·, 1, -10, 3, -6, -4
CN(CC(O)COc1ccc(OCC(O)CN(C)C2CCCCC2)cc1)C1CCCCC1 (centres undefined)
 : -0.6, 4, -4, -6, 4, 3, -1, 0, -7, -10
CCOC(=O)C1CCCN(Cc2ccc(OC)cc2OC)C1 (centres undefined)
 : 1.3, 24, -7, 0, 1, 4, 2, 5, -16, -4
CN(C)CCCn1c(N)c(S(=O)(=O)c2ccccc2)c2nc3ccccc3nc21
 : 3.1, 1, 8, -1, 2, 1, -3, -212, -6, 9
CCC(Sc1nc2cc(OC)c(OC)cc2c(=O)n1Cc1ccco1)C(=O)NCCOC (centres undefined)
 : -2.0, -19, -16, 0, -2, 0, -19, 0, -1, -4
O=S(=O)(Nc1nc2ccccc2s1)c1cnc(Cl)c(Br)c1
 : -1.0, 9, -2, 4, 7, 4, -3, -3, -7, 1
C[C@H]1CN=C(Nc2ccccc2)N1CCC1CCCCC1
 : -0.4, 9, -2, -18, -6, 12, -5, 9, 9, 8
Cc1c(/C=C/C(=O)c2ccccc2O)cnn1C
 : -0.7, -8, -1, -7, 0, 5, -2, 13, 6&-6, 2
O=C(O)CCCCCNC(=O)/C(=C\c1ccco1)NC(=O)c1ccco1
 : 3.0, 0, 12, -3, 4, 9, ?, -1, 1, -6
O=C(NCc1ccccc1Cl)NC(=O)c1ccccc1
 : 0.5, 14, 1, -5, -6, 5, 2, -2, -23, -5
CCCCn1nc(C(=O)Nc2ccc(S(=O)(=O)Nc3ncccn3)cc2)c2ccccc2c1=O
 : 1.4, 13, 7, 1, 2, -11, -2, 5, 0, -12
COc1ccc(CNC(=O)C2CCC(=O)N(CCCN3CCCC3=O)C2)cc1 (centres undefined)
 : 2.2, -6, 0, -1, -2, 0, -2, 7, -6, -4
CCc1c(C)sc(NC(=O)c2cccs2)c1C(N)=O
 : 0.4, -11, 3, -2, -4, 5, 1, -6, -17, -2
NC1=NC(=O)/C(=C/C=C/c2cccs2)S1
 : -1.3, ·, -7, -1, ·, -3, -3, 2, -6, -7
O=C(Nc1ccccc1)Nc1ccc2snnc2c1
 : -0.1, 0, 2, -11, 2, -2, -6, 6, 3, 11
Cc1cccc(N2C(=O)SC(N(C)c3ccccc3)C2=O)c1 (centres undefined)
 : -0.1, 22, -2, 3, 0, -15, -6, 6, 2, -4
C=CCc1cccc(OC)c1OCCOCCn1ccnc1
 : -0.8, -4, -4, -1, 1, 4, -2, 3, 17, 5
Cc1cccc(CN2CCSCC2)c1
 : -1.9, -2, -24, 0, -1, 6, 10, -13, -6, 8
CCN1CCc2c(C#N)c(N3CCCCC3)nc(N3CCOCC3)c2C1
 : 2.0, 12, 4, 10, 4, -15, 1, -17, -3, -9
Cc1ccc(S(=O)(=O)Nc2ccccc2)cc1C(=O)N1CCCC1
 : 2.1, 0, 3, 0, -3, 2, 7, 1, -2, 7
CCN(CC)c1ccc(/C=c2/sc3nnc(-c4ccccc4C)n3c2=O)cc1
 : 20, 12, 21, -17, 1, -276, 19, 4, ·, -4
CCn1c(CCc2ccccc2)nc2ccccc21
 : -2.8, 23, -14, ·, -3, 3, -20, 10, -18, 4
c1ccc(CN2CCN(Cc3nnc(-c4ccccc4)o3)CC2)cc1
 : -0.3, 22, -4, 0, -8, 12, 0, 18, -14&0, 5
Cc1ccccc1C(=O)OC1CCN(C)CC1
 : 1.0, 11, 8, 1, -2, 10, -12, -6, -12, -5
COc1ccc(NC(=O)Nc2ccccc2C(N)=O)cc1
 : -0.2, 29, 0, 5, -9, 3, -3, -12, 11, -1
O=C(Nc1nc(OCCN2CCCC2=O)cnc1/C=C\c1ccccc1)c1cc2ccccc2s1
 : 0.0, ·, -7, ·, ·, ·, -2, -3, ·, -4
COc1cccc2[nH]c(C(=O)NC(C)c3ccccc3)cc12 (centres undefined)
 : 0.9, 6, 4, -4, 2, 5, ?, -7, 3, 9
COC(=O)C(C)n1nc(C)n(-c2ccc(C)cc2)c1=O (centres undefined)
 : 1.9, -8, -2, 4, 3, 1, 4, 0, 0, 6
Nc1nnc(-c2ccncc2)s1
 : 3.2, 22, -7, -7, 1, 4, 3, -23, -12&-7, -1
COc1ccc(C(=O)N2CCCCC2c2cc(C(=O)Nc3ccc(F)c(Cl)c3)no2)cc1 (centres undefined)
 : 0.1, ·, 0, ·, ·, ·, 2, -3, ·, -2
CC(O)c1nc2ccccc2n1C(C)c1ccccc1 (centres undefined)
 : -4.9, 4, -4, 4, -4, 3, ?, -13, -21, 10
Nc1ncnc2c1ncn2[C@@H]1O[C@H](CNCc2c(OCc3ccccc3F)ccc3ccccc23)[C@@H](O)[C@H]1O
 : -0.3, ·, -2, 3, ·, 5, -9, 8, -2, -25
O=C1Nc2ccccc2N(O)N1c1cc(-c2cccc(Cl)c2)no1
 : -0.4, 36, -10, 6, 6, 10, 6, 2, -10, -4
COc1ccc(CN2C(=O)c3ccccc3C(/C=N/OCc3ccc(Cl)cc3)C2=O)cc1 (centres undefined)
 : -0.7, 1, -6, -4, 6, -8, -4, 25, ·, 0
COc1ccc(CCNC(=O)c2cn(C)c3ccc(S(=O)(=O)N4CCOCC4)cc3c2=O)cc1OC
 : 0.5, 43, -1, -5, -2, -1, 1, 13, -11, -5
Cc1cccc(NC(=O)c2cc([N+](=O)[O-])ccc2Cl)c1O
 : 0.1, 30, -8, 1, 8, 7, 2, 4, -4, -23
CCOC(=O)N1CCN(C(=O)CN(C)S(=O)(=O)c2ccc3c(c2)C(C)(C)C(=O)N3C)CC1
 : -1.1, 12, -12, -1, 2, 2, -6, -8, -9, -1
CCCCC(=O)N(c1ccc(C(=O)O)cc1)c1nc(-c2ccc(Cl)cc2)c(CC)s1
 : 0.6, 11, 0, -4, -1, -16, 5, 14, -23, -2

Compound profiles (already shown). Order of screens: BoNT A protease, DUSP3 inh, Anthrax LF prot, Rv3671c inh, 3CLpro inhibitor, MazF activator, BoNT F protease, CCHF vOTU inh, SSB-PriA inh, PrPC TRFRET
`CCCCn1nc(C(=O)Nc2ccc(S(=O)(=O)Nc3ncccn3)cc2)c2ccccc2c1=O` in the list: 1.4, 13, 7, 1, 2, -11, -2, 5, 0, -12
`O=C1Nc2ccccc2N(O)N1c1cc(-c2cccc(Cl)c2)no1` in the list: -0.4, 36, -10, 6, 6, 10, 6, 2, -10, -4

More records
Results follow in this order: BoNT A protease, DUSP3 inh, Anthrax LF prot, Rv3671c inh, 3CLpro inhibitor, MazF activator, BoNT F protease, CCHF vOTU inh, SSB-PriA inh, PrPC TRFRET
O=C1NC[C@H](CCCCN2C[C@H](Cc3ccc(O)cc3)N(Cc3ccccc3)C(=O)C2=O)N(Cc2ccccc2)C1=O
 : -1.4, ·, -7, ·, ·, ·, 2, -11, ·, 6
O=C(Cn1ncc2c([nH]c3ccccc32)c1=O)Nc1cccnc1
 : -0.3, -32, -2, 7, 0, 14, -4, -8, -6, 8
Cc1ccc(OCc2nnc(SCC(=O)Nc3nccs3)n2-c2ccccc2)cc1C
 : -0.1, 11, -1, 1, -1, 26, 7, 6, -11, -1
Cc1ccc2c(c1)C(=O)CC1(CCCC1)O2
 : -0.3, 22, 0, 9, ·, 0, -8, -5, -5, 0
O=C(CCN1C(=O)COc2ccccc21)NCCN1CCN(c2ccccc2F)CC1
 : -0.6, 29, 4, 1, 1, -6, -8, -6, -4, -5

An excerpt; rates above refer to the full screens.
